Screens (PubChem BioAssay)
TNAP activation fold – human TNAP enzyme activators, primary screen, biochemical, luminescent, no phosphate acceptor, uHTS (AID 1001); hit rate 0.03% among 200,000; purified TNAP, luminescent activation assay, no phosphate acceptor; higher activation fold means a stronger effect; activation fold at 20 µM; hits with a dose series show EC50 in µM; in the data active = activation fold from about 3, or a potency from the dose series; inactive = the rest, 99 in 100 with activation fold below about 1.6; note: many of its hits are not listed in these tables
T cell HTS – modulators of CD8 T cell-vesicle binding, primary screen, mouse 2C CD8+ T cells, flow cytometry. calls only at 7 µM. hit rate 0.068% among 330,000. AID 2052, 2009. 2C CD8+ T cell-vesicle binding; hits give low values;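 active = response, share of CD8 T cells binding vesicles, and their 90th percentile fluorescence all below set limits, cut at about 80% in these data, passing the limit was not always enough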
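Read-out – percent CD8+ FL2 mean versus row control · System – murine 2C transgenic CD8+ T lymphocytes · Times – 1.5 h cell–vesicle binding at 37 °C, then 20 min icy labelling · Control set – naked vesicles low, QL9 vesicles with vehicle high · Detection – cytometric PE anti-B7-1 and Alexa647 anti-CD8 signals after 1% paraformaldehyde fixation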
PMI inhibitors – inhibitors of human PMI, primary screen, biochemical, fluorescence intensity, coupled assay (AID 1209); Mannose-6-phosphate isomerase (Homo sapiens); purified PMI enzyme, coupled fluorescence intensity; higher % means a stronger effect; one-dose inhibition, % at 20 µM; IC50 in µM for titrated hits; hit rate 0.42% among 190,000; in the data active = inhibition above about 50%;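 note: plate controls were DMSO vehicle for no effect and wells lacking substrate for full effect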
Lipid droplet – inhibitors of hepatocyte lipid droplet formation, primary screen, imaging, high-throughput imaging, BODIPY stain; AML12 mouse hepatocytes, oleate lipid droplets; inhibition, % at 6.5 µM; hit rate 0.4% among 240,000;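 active = lipid droplet intensity inhibited by at least 50%, with more than 500 cells counted; inconclusive = wells with under 300 cells, treated as cytotoxic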
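Technique: fluorescence imaging, 20x objective, two fields per well / Assay system: AML12 hepatocytes (mouse) / Measure: % inhibition of lipid droplet signal / Doses: 6.5 µM single-point dosing / Incubation: overnight exposure / Reagent: 100 µM oleic acid challenge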
Ins promoter up – insulin promoter activators in MIN6 cells, imaging, high-content screening, mouse beta cells; MIN6 insulin promoter-GFP reporter; hits give high values; z-score at 5 µM; hit rate 0.3% among 190,000; AID 1625, 2009;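 active = z-score above 3 at 5 µM with at least 500 cells counted in the well; inconclusive = wells under 500 cells, flagged as cytotoxic or low count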
Myeloid diff 2 – induction of myeloid progenitor differentiation, primary screen, cell-based, flow cytometry, MLPCN library; ER-HoxA9 myeloid progenitors, lysozyme-GFP differentiation; calls only at 10 µM; hit rate 1% among 360,000;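 active = normalized GFP-positive differentiation at or above the plate's own cutoff, the solvent-only control mean plus 3 SD; inconclusive = no clear call, values can overlap the other calls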;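 note: cells exposed to compound for four days before flow analysis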
bCat nuc transl – modulators of beta-catenin nuclear translocation, primary screen, imaging, HeLa cells, immunofluorescence, high-content; nuclear translocation activity, % at 5 µM; hit rate 0.3% among 190,000;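 active = nuclear translocation activity above 50% at 5 µM, with a well cell count of 50 or more; inconclusive = wells under 50 cells across six images, flagged as toxic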;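 note: per-cell ratio of nuclear to cytoplasmic median beta-catenin stain intensity; plate controls were DMSO negative control for no effect and GSK-3 inhibitor IX positive control for full effect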
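Assay system: human HeLa cells, native beta-catenin; doses: 5 µM primary, 0.02–20 µM confirmation; incubation: compound treatment 24 h, 37°C, 5% CO2; technique: fluorescence imaging of beta-catenin antibody stain plus DAPI; measure: % activation, nuclear-to-cytoplasmic median beta-catenin signal ratio per cell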
MT stabilizer – microtubule stabilizers in HeLa cells, primary screen, imaging, high-content imaging | % tubulin-high responders, % at 10 µM | HeLa tubulin immunostaining HCS, 24 h; share of cells brighter than vehicle mean+2SD | hit rate 0.83% among 200,000;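 active = plate Z-score above 3 for both tubulin-high and condensed-nucleus cell shares, with cell loss under 80%, at 10 µM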;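 note: anti alpha tubulin signal scored within the nucleus-defined area of each cell; some results filed as inactive read as strong as hits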
Dynein cargo inh – inhibitors of GR-EGFP nuclear translocation, primary screen, dynein cargo transport inhibitor project, imaging, high-content, 3617.4 mouse cells. test concentration mostly 20 µM; stimulated with dexamethasone, 1 µM; hits give low values. z-score, hits read low. hit rate 0.47% among 220,000;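 active = plate z-score of nuclear minus cytoplasmic receptor signal below a set negative limit, without overly bright fluorescence or cell loss, cut at about -3.5 in these data, passing the limit was not always enough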;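 note: z-score of nuclear minus cytoplasmic ring GR-EGFP intensity difference per well; some compounds called inactive have numbers as strong as hits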
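Buffer or medium: tet-free, stripped-serum medium; reagent: dexamethasone at 1.0 µM final, 30 min; incubation: 48 h induction, 1 h compound, 30 min dex at 37 °C; measured by: formaldehyde fixation, Hoechst nuclear stain, 10x automated fluorescence imaging; read-out: nuclear-to-cytoplasmic GR-EGFP distribution per well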
Dynein cargo inh cytoplasmic EGFP – second read-out of Dynein cargo inh, no call of its own (marks repeat the call); z-score; measured here: cytoplasmic GR-EGFP intensity; hits give high values
Dynein cargo inh nuclear GR-EGFP – second read-out of Dynein cargo inh, no call of its own (marks repeat the call); z-score; measured here: nuclear GR-EGFP intensity;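 lower value marks the stronger effect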
Dynein cargo inh cell count – further read-out of Dynein cargo inh, marked with its call; z-score; measured here: cell count per field
Ins promoter up cell count – also measured in Ins promoter up; calls as there; cell count; measured here: cytotoxicity, nuclei count;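 total cells summed across four imaged fields per well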
Lipid droplet cells 6.5 µM – also measured in Lipid droplet; calls as there; cell count; measured here: cell count, cytotoxicity flag;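 cells counted across two imaged fields per well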
bCat nuc transl cell count 5 µM – also measured in bCat nuc transl; calls as there; cell count; measured here: cell count, cytotoxicity flag
T cell HTS vesicle-bound % – second read-out of T cell HTS, no call of its own (marks repeat the call); double positive events, %; measured here: CD8+ vesicle-bound cell fraction;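 binding gate set so that unloaded-vesicle control wells show 10% double positive cells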
MT stabilizer Hoechst-high % – also measured in MT stabilizer; calls as there; % Hoechst-high responders; measured here: nuclear condensation Hoechst responders;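 share of cells brighter than vehicle mean plus two SD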
MT stabilizer cytotoxicity % – further read-out of MT stabilizer, marked with its call; toxicity, %; measured here: cytotoxicity by cell density;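 0% = mean cell density of plate MIN control wells and 100% = no cells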
Myeloid diff 2 GFP+ MAC1+ % – recorded beside Myeloid diff 2, whose call it bears; GFP+ MAC1+ double positive, %; measured here: differentiation confirmed by MAC1 staining
An asterisk follows results filed as active; i = inactive; ? = inconclusive; . = no result given.

SMILES	TNAP activation fold	T cell HTS	T cell HTS vesicle-bound %	PMI inhibitors	Lipid droplet	Lipid droplet cells 6.5 µM	Ins promoter up	Ins promoter up cell count	Myeloid diff 2	Myeloid diff 2 GFP+ MAC1+ %	bCat nuc transl	bCat nuc transl cell count 5 µM	MT stabilizer	MT stabilizer Hoechst-high %	MT stabilizer cytotoxicity %	Dynein cargo inh	Dynein cargo inh cytoplasmic EGFP	Dynein cargo inh nuclear GR-EGFP	Dynein cargo inh cell count
CC(=O)c1ccc(Nc2cc(C)nc3c(C)cc(C)cc23)cc1	1	i	31.6	2.4%	-31.9	653	.	.	?	.	123.7*	222*	20.0*	46.7*	44.4*	-0.33	-0.337	-0.233	0.951
COc1cc(/C=N/O)cc(Br)c1OCc1ccc(Cl)cc1	1.1	i	38.7	8.9%	.	.	0.05	1385	i	0.4	5.1	1503	2.9	2.1	7.5	-0.931	-0.209	-0.59	0.702
CC(C)(O)C(=O)N=Nc1c(O)[nH]c2ccccc12	1	i	44.9	-6.6%	5.0	665	0.92	1398	i	0.2	0.6	1503	1.1	1.5	5.8	-0.649	-0.276	-0.541	0.934
Fc1ccc(-c2cnn3c(-c4cccs4)ccnc23)cc1	1	.	.	-8.9%	62.7*	700*	1.74	1230	i	0.6	-2.5	1065	4.1	2.2	4.0	0.346	0.252	0.401	0.235
O=C(C1CCCCC1)N(CCN1CCCC1)c1nc2ccccc2s1	1.1	i	33.1	-5.6%	4.3	702	.	.	.	.	-2.0	1239	4.7	3.0	9.9	-0.875	-0.154	-0.269	0.788
O=C(c1cnn2c(C(F)(F)F)cc(-c3ccco3)nc12)N1CCCCCC1	1.1	i	42.1	6.8%	.	.	1.39	1268	i	2.4	-2.6	913	5.3	2.4	2.8	1.66	-0.269	1.03	-0.708
CSc1ccccc1C(=O)NC1CCCC1	1.2	i	19.9	-3.0%	16.1	832	-5.87	568	i	22.4	.	.	1.0	1.3	8.7	-1.07	0.127	-0.332	0.774
O=C(NC12CC3CC(CC(C3)C1)C2)C12CC3CC(C1)CC(n1cnc(Cl)n1)(C3)C2	1.1	i	42.5	-5.5%	.	.	-0.24	1627	i	0.5	-0.8	1361	1.5	1.4	6.0	-0.585	-0.209	0.251	0.714
CC(C)C(=O)Nc1ccccc1C(=O)OCC(=O)c1ccc2c(c1)OCCO2	1.1	i	1.1	12.7%	6.2	683	-0.23	1433	i	0.1	-2.7	1140	5.6	2.1	5.8	0.921	-0.294	0.405	0.53
O=C(O)c1cccc(NS(=O)(=O)c2cccc3cccnc23)c1	1.1	i	36.5	2.5%	.	.	-0.52	1006	i	2.5	.	.	3.2	2.0	6.9	-0.108	-0.225	0.00353	0.115
CN(c1ccc(C(=O)N2CCN(Cc3ccc4c(c3)OCO4)CC2)cc1)S(C)(=O)=O	1.1	i	24.7	4.2%	-2.4	712	0.77	1387	i	0.0	4.6	974	2.3	1.2	6.0	0.252	-0.349	0.0054	0.873
CC1CC(C)(C)n2c(O)c(N=NC(N)=S)c3cccc1c32 (stereo not drawn)	.	i	21.4	.	5.9	778	0.15	935	i	0.7	-0.2	1267	.	.	.	0.254	-0.211	0.519	0.416
COc1ccc2c(c1OC)C(=O)OC2Nc1nc2ccccc2s1 (stereo not drawn)	.	i	22.7	.	-7.4	705	-0.29	1475	i	0.7	-4.0	1168	.	.	.	1.05	-0.242	0.276	-0.867
C/C(Cn1cnc([N+](=O)[O-])n1)=N\NC(=O)c1ccccc1O	1.1	i	63.1	0.2%	-0.5	706	-0.35	1433	i	0.4	0.7	990	3.1	2.0	7.7	-0.414	0.693	-0.101	0.73
Cc1cc(C)nc(/N=C(\N)Nc2ccc(S(=O)(=O)O)cc2)n1	1.2	.	.	-8.0%	-3.0	647	0.57	1272	i	0.3	-0.3	1088	3.2	0.8	4.5	-0.309	-0.26	-0.442	1.04
COc1ccc2c(OC)cc(=O)n(C)c2c1	1.1	i	7.4	5.3%	9.2	638	-0.08	1289	i	0.5	-3.0	533	8.4	5.2	10.0	3.92	-0.0599	1.68	-1.77
O=C(c1cnn2c1NC(c1ccc(Br)cc1)CC2C(F)(F)F)N1CCN(C23CC4CC(CC(C4)C2)C3)CC1 (stereo not drawn)	1.1	i	18.9	3.7%	9.6	730	.	.	i	1.6	1.7	327	3.6	1.4	9.5	-0.415	-0.245	-0.583	0.703
COc1ccc(-c2cc(C3CCN(c4ncccc4[N+](=O)[O-])CC3)[nH]n2)cc1	0.4	i	44.3	19.1%	.	.	-0.5	1021	i	1.2	.	.	1.9	0.8	8.3	1.34	0.16	0.856	-1.71
Cc1ccc2ncccc2c1NS(=O)(=O)c1ccccc1	1.1	i	14.9	-8.7%	.	.	0.75	1201	i	0.6	2.7	750	8.7	1.9	2.8	-1.09	-0.365	-0.266	0.748
CCc1nc(SCC(=O)O)c(C#N)cc1C	1.2	i	38.3	-2.8%	8.7	809	0.73	901	i	1.4	.	.	0.5	1.1	7.0	-0.753	-0.265	-0.222	0.516
COc1cc(S(=O)(=O)NCc2cccnc2)c(OC)cc1Br	1.1	i	24.3	-2.4%	.	.	0.16	1538	i	0.8	-4.9	1028	2.3	1.7	5.1	-0.211	-0.21	0.728	-0.0485
Cc1ccccc1/C=N/Nc1nc2ccccc2[nH]1	1.2	i	39.4	-42.3%	-3.0	768	-1.1	1097	i	0.4	0.1	1098	6.1	1.1	1.6	-0.0161	-0.257	-0.172	0.292
CCc1ccc(OCCCC(=O)Nc2ccc(S(N)(=O)=O)cc2)cc1	1	i	56.7	12.0%	1.9	679	1.23	1428	i	0.0	2.0	976	4.3	1.5	2.6	1.96	-0.147	0.937	-1.7
COc1ccc(/C(O)=C2/C(=O)C(=O)N(CC3CCCO3)C2c2cccc(O)c2)cc1 (stereo not drawn)	1	i	58.0	-12.0%	.	.	.	.	i	0.5	.	.	2.7	1.8	3.8	-0.252	-0.157	-0.285	0.527
Cn1nc(C(=O)OCC(=O)Nc2ccc3ccccc3c2)c2ccccc2c1=O	1	i	35.1	16.0%	10.1	680	.	.	i	0.5	-4.8	1084	3.2	2.2	7.2	-0.744	-0.212	-0.278	0.64

(further entries)
SMILES	TNAP activation fold	T cell HTS	T cell HTS vesicle-bound %	PMI inhibitors	Lipid droplet	Lipid droplet cells 6.5 µM	Ins promoter up	Ins promoter up cell count	Myeloid diff 2	Myeloid diff 2 GFP+ MAC1+ %	bCat nuc transl	bCat nuc transl cell count 5 µM	MT stabilizer	MT stabilizer Hoechst-high %	MT stabilizer cytotoxicity %	Dynein cargo inh	Dynein cargo inh cytoplasmic EGFP	Dynein cargo inh nuclear GR-EGFP	Dynein cargo inh cell count
CCNCCC(=O)N1c2ccccc2Sc2ccc(NC(=O)OCC)cc21	1	i	55.5	5.9%	5.0	815	.	.	i	0.2	1.9	426	3.7	1.7	4.2	0.11	-0.222	0.0796	0.698
Cc1noc(C)c1S(=O)(=O)N(C)Cc1ccccc1	1.1	i	49.0	-11.3%	-63.5	708	-0.51	1286	i	0.2	-2.1	1213	3.6	2.3	6.3	-0.01	-0.296	0.0547	0.252
CCn1cnc2scc(-c3ccccc3)c2c1=O	1	i	11.9	-10.1%	-8.7	653	1.58	1211	i	0.6	.	.	2.7	1.3	3.2	0.254	-0.26	0.139	0.143
NNC(=S)NCc1ccco1	.	i	33.9	.	12.3	695	-0.06	1057	i	0.4	0.9	1320	.	.	.	-0.136	-0.21	-0.131	0.694
N#Cc1c(NC(=O)CSc2ncc(-c3ccccc3)n2CC2CCCO2)sc2c1CCCC2 (stereo not drawn)	1.1	i	44.0	7.8%	.	.	.	.	i	0.7	3.0	835	2.0	1.5	5.6	-0.638	-0.199	-0.149	1.08
COc1ccc(C2CC(c3c(Cl)cccc3Cl)n3nc(N)nc3N2)cc1 (stereo not drawn)	1.1	i	22.8	41.2%	.	.	-0.77	911	i	2.2	-1.9	1146	6.5	1.2	8.0	-0.379	-0.272	-0.19	0.387
Cc1cccc2sc(NC(=O)C3c4ccccc4Oc4ccccc43)nc12	1.1	i	42.6	24.2%	.	.	0.2	1329	i	8.6	0.4	1371	1.6	1.0	8.8	-0.439	-0.112	-0.34	0.334
CCOC(=O)C1CCN(C(=O)C2(NC(=O)Nc3ccccc3Cl)CCCCC2)CC1	1.6	i	31.8	13.4%	72.9*	743*	-0.56	1082	i	0.2	-1.0	982	2.0	1.0	3.8	-1.24	-0.272	-0.528	0.548
CCCN(Cc1ccc(N(C)C)cc1)CC1CC1	0.8	i	42.3	-8.2%	-6.2	766	.	.	i	1.0	.	.	1.9	1.3	5.5	0.232	-0.38	0.289	0.0838
